HIV Rev-RRE inh: inhibitors of HIV-1 Rev-RRE RNA interaction; Rev peptide-RRE RNA binding, FRET; actives 0.79% (n = 97,000); AID 704; P05866; inhibition, % at 8 µM;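 active = inhibition above the screen-wide mean plus 3 SD, cut at about 35% in these data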;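 also: 0% = median DMSO wells and 100% = median Neomycin B control wells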
Target sequence (P05866 whole entry, looked up): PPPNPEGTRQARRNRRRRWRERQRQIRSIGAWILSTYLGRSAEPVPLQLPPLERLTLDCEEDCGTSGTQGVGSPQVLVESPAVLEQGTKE
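Material: labelled RRE RNA duplex and labelled Rev peptide / Buffer or medium: HEPES pH 7.5 salt buffer with EDTA / Compound dosing: single point, 8 µM final nominal compound concentration / Benchmarks: DMSO low control, neomycin B high control / Timing: 5 min preincubation and 15 min binding, 25 °C / Technique: FRET fluorescence readout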
PTPN22 inh 2: inhibitors of human LYP (PTPN22) phosphatase. Q9Y2R2. recombinant LYP catalytic domain, DiFMUP fluorescence. inhibition, % at 2 µM. actives 0.21% (n = 96,000). AID 640;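 active = inhibition at 2 µM at or above a set limit, the screen mean plus 3 SD, cut at about 24% in these data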;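 also: 0% = DMSO with enzyme and 100% = enzyme fully blocked by orthovanadate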
FAK inh: inhibitors of human focal adhesion kinase; inhibition, %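 (tested at 7 µM)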; biochemical FAK kinase activity assay; actives 0.84% (n = 97,000); Q05397; in the data active = inhibition above about 19%;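 also: 0% = DMSO and 100% = reference compound high control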
cytoskel mod: modifiers of cytoskeleton assembly. actives 0.18% (n = 91,000). inhibition, % at 2 µM. AID 836. HUVEC TNFa F-actin phalloidin imaging, high content;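 active = inhibition above the batch mean plus 3 SD and confirmed as a hit by visual image inspection, cut at about 30% in these data, passing the limit was not always enough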; also: strong numbers were not always called active
Pyk2 oligo antag: Pyk2 (human) oligomerization antagonism; Q14289; Q293 cells, Pyk2 FERM NanoBiT luminescence; hits give low values; z-score (the deposit names both 25 µM and 10 µM); actives 0.83% (n = 99,000);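 active = Z-score of -3 or lower, scaled per plate to the spread of control and sample wells; inactive = z-score above -3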;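 also: negative z-score means lost luminescence so less FERM oligomerization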
PLK1 PBD inh: Plk1 (human) PBD binding inhibition; inhibition, %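 (tested at about 20 µM)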; Plk1 PBD phosphopeptide binding, fluorescence polarization; actives 0.13% (n = 97,000); AID 693; in the data active = inhibition above about 34%, passing the limit was not always enough
Target sequence (P53350 whole entry, looked up): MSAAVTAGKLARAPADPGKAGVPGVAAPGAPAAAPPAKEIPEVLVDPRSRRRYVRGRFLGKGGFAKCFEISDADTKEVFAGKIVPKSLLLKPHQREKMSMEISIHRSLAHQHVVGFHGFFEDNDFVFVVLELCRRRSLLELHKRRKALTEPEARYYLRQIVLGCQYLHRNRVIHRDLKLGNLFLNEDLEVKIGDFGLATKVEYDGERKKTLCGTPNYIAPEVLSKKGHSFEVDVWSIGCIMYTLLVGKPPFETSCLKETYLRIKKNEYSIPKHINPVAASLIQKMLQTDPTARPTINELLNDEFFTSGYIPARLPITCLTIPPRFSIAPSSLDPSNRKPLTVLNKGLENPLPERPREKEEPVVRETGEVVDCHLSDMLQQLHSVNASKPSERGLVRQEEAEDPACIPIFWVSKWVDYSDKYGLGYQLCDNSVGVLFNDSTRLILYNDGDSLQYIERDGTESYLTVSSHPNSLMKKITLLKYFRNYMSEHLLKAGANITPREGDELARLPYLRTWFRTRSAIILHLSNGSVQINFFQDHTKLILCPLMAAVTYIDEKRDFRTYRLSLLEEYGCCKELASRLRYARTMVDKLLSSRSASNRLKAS
PLK1 inh: inhibitors of human PLK1 kinase; recombinant PLK1 kinase, TR-FRET peptide phosphorylation; actives 0.53% (n = 97,000); P53350; AID 619; inhibition, % at 10 µM;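 active = inhibition of 50% or more in the single-concentration screen; inactive = inhibition below 50%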;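 also: 0% = DMSO max control and 100% = H-89 dihydrochloride min control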
PTPN22 act: activators of human LYP (PTPN22) phosphatase; recombinant LYP, DiFMUP fluorescence; 0 = plate median, 100 = signal doubled; activation, % at 2 µM; actives 0.11% (n = 96,000); AID 697;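 active = activation at 2 µM above a set limit, the mean plus 5 SD, cut at about 37% in these data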
EphB4 antag: blocks human EphB4 binding to ephrin-B2. EphB4 LBD / TNYL-RAW-Alexa532 peptide, fluorescence polarization. inhibition, % at 7 µM. P54760. actives 0.15% (n = 97,000);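 active = inhibition above the screen-wide mean inhibition plus 3 SD, cut at about 15% in these data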;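 also: 0% = DMSO wells and 100% = excess unlabeled TNYL-RAW peptide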
Starred values were filed as active, the others as inactive; / = not tested or not shown.

nr | Molecule | HIV Rev-RRE inh | PTPN22 inh 2 | FAK inh | cytoskel mod | Pyk2 oligo antag | PLK1 PBD inh | PLK1 inh | PTPN22 act | EphB4 antag
1 | COc1cccc(Nc2nc3ccccc3n3cnnc23)c1 | 4 | 0 | 2 | 4 | / | 10 | -4 | -1 | 0
2 | O=C(NCC1CCCO1)c1ccc(/C=N/O)nc1 (stereo not given) | 2 | -7 | 3 | 7 | 0.73 | -5 | -13 | 5 | -1
3 | COc1ccc(C(=O)Nc2ccccc2C(=O)N/N=C/c2ccc(O)c(OC)c2)cc1 | -5 | 8 | -3 | -6 | -1.8 | 0 | -5 | -2 | -9
4 | CCOC(=O)/C(=N\Nc1ccc(Cl)cc1)c1csc(Nc2ccccc2)n1 | 3 | -1 | -2 | -34 | 0.82 | 11 | -15 | -1 | -3
5 | COc1ccc(C2CC(=O)c3cnc(N)nc3C2)c(OC)c1 (stereo not given) | 6 | -10 | -1 | 9 | 0.01 | -11 | -10 | 8 | 0
6 | COCCNC(=O)c1cnn2c(C(F)(F)F)cc(-c3ccc4c(c3)OCO4)nc12 | 10 | 6 | -6 | 2 | -0.32 | -28 | -15 | -5 | 4
7 | CC(C)(C)C(=O)NC1(C(F)(F)F)N=C2SCCN2C1=O (stereo not given) | 1 | 1 | -1 | 9 | -0.13 | -7 | -12 | 6 | -5
8 | COC(=O)c1cc(OC)c(OC)cc1NC(=O)c1c(-c2ccccc2Cl)noc1C | 3 | 5 | -4 | -1 | -1.6 | -4 | 3 | -6 | 10
9 | CC(C)(C)NC(=O)C(c1ccccc1)N(C(=O)c1csnn1)C1CC1 (stereo not given) | -3 | 4 | -6 | / | -0.23 | -21 | -21 | -3 | 6
10 | O=C1CC(c2ccc3c(c2)OCO3)c2cc3c(cc2N1)OCCO3 (stereo not given) | 2 | 0 | -2 | -9 | 0.07 | 7 | 7 | -2 | -4
11 | CCSc1nnc(NC(=O)c2ccco2)s1 | 2 | 8 | -5 | -7 | 0.07 | -4 | -9 | -6 | 2
12 | CCNC(=O)CCS(=O)(=O)c1ccc2ccccc2c1 | 11 | 0 | 0 | 12 | 0.98 | 11 | -15 | -2 | 4
13 | O=S1(=O)CC(NCc2ccccc2)C(Nc2ccc(Cl)cc2)C1 (stereo not given) | 8 | -2 | -7 | 13 | 0.21 | -19 | 4 | 0 | -2
14 | O=C(c1ccc(Cl)cc1)c1ccc(CN2C(=O)c3ccccc3C2=O)o1 | 13 | 7 | 17 | -18 | 0.34 | 5 | -6 | -4 | 4
15 | CCc1ccc(C(=O)Nc2cc3c(cc2Cl)OCCCO3)cc1 | 7 | -8 | 1 | -5 | -1.1 | -5 | -9 | 6 | -5
16 | CCc1ccc(NC(=O)c2cnc3n(c2=O)CCS3)cc1 | 3 | -5 | 2 | 0 | / | -23 | -12 | 1 | 1
17 | CC(=O)Nc1ccc(S(=O)(=O)N(CC(=O)O)Cc2ccccc2)cc1 | 7 | 3 | -2 | 4 | 0.04 | -1 | -8 | -1 | 4
18 | COc1ccccc1N1CCN(CC(=O)Nc2ccc(CN3CCCCC3)cc2)CC1 | 5 | -10 | 6 | -1 | 0.9 | -8 | -8 | 8 | 0
19 | CN(C)S(=O)(=O)c1cccc(-c2cn3cc(Cl)ccc3n2)c1 | 7 | -1 | 2 | -2 | -0.13 | -10 | 4 | 0 | 0
20 | CC(C)C(NS(=O)(=O)c1cccs1)C(=O)N(C)Cc1ccccc1 (stereo not given) | 8 | -10 | 0 | 0 | 0.07 | 4 | 1 | 9 | 1
21 | O=C(NC1(C(F)(F)F)NC(=O)N(C2CCCC2)C1=O)C1CC1 (stereo not given) | 1 | 7 | 0 | / | -0.02 | -13 | -7 | -7 | 1
22 | O=C(CCSc1ccccc1)NCCSc1ccccn1 | 0 | -6 | -2 | 7 | 0.75 | -41 | -9 | 4 | 1
23 | CCn1c(CSc2nc(C)cc(C)n2)nnc1SCC(=O)Nc1nc(-c2ccccc2)cs1 | 12 | -1 | 10 | -8 | 0.13 | 14 | -1 | 2 | 9
24 | COCCNC(=O)c1cc2c(-c3ccc(Cl)cc3)nn(C)c2s1 | 4 | -9 | 6 | -5 | / | -7 | -5 | 6 | 0
25 | CCc1cc(C(=O)OC)c(N2C(=O)C3C4C=CC(C4)C3C2=O)s1 (stereo not given) | -3 | -3 | -2 | 13 | 1.1 | -6 | -14 | 2 | -3
26 | CC12CCC(C(=O)N3CCCCCC3)(OC1=O)C2(C)C (stereo not given) | 7 | -7 | 0 | 1 | -0.55 | -14 | -2 | 10 | -5
27 | CCOC(=O)c1c(C)n(C)c2ccc(OC)c(NS(=O)(=O)c3ccc(Cl)s3)c12 | 10 | -7 | 3 | -2 | -1.1 | -6 | -8 | 5 | -2
28 | O=C(OCc1nnc(-c2ccccc2)o1)C1=COCCO1 | 10 | -12 | 0 | 9 | -0.24 | -7 | -5 | 16 | 2
29 | O=C(Cn1c(=O)oc2cc(S(=O)(=O)N3CCCC3)ccc21)Nc1ccc(C(F)(F)F)cc1 | 7 | -5 | 14 | -21 | 0.16 | -17 | -1 | 2 | 0
30 | Cc1ccc(-c2nnn(CC(=O)N(CC3CCCO3)C(C(=O)NC3CCCC3)c3ccc(F)cc3)n2)o1 (stereo not given) | 7 | 8 | 0 | 8 | 0.06 | 0 | -7 | -5 | 8
31 | COc1ccc(C2N(C(=O)CN3CCOCC3)CCN2S(=O)(=O)c2ccccc2)cc1 (stereo not given) | 3 | -8 | -2 | -15 | 0.75 | -11 | 3 | 6 | 0
32 | COc1ccc(CCNC(=O)CCN2C(=O)C(C)Oc3ccc(C)cc32)cc1OC (stereo not given) | 6 | -10 | 2 | 9 | -0.44 | -13 | -12 | 8 | -2
33 | Oc1ccc2ccccc2c1CNc1cnc2ccccc2c1 | 3 | -12 | -1 | -6 | -1.7 | -15 | -8 | 10 | -1
34 | CC(C)NC(=O)CSCc1c(F)cccc1Cl | -2 | -10 | -1 | 8 | -0.08 | 5 | -4 | 7 | 0
35 | COc1ccc(N(CC(=O)Nc2cc(C)on2)S(=O)(=O)c2ccc(Cl)cc2)cc1 | 8 | -14 | 0 | -17 | -1.4 | -15 | -5 | 13 | 0
36 | CC(CCc1ccco1)NC(=O)c1cc2c(-c3ccccc3F)nn(C)c2s1 (stereo not given) | 0 | -2 | 6 | -7 | / | 0 | -2 | 1 | 2
37 | Cn1c(=O)c2c(nc(Br)n2C)n(C)c1=O | 1 | -16 | -4 | -50 | 0.11 | 0 | -14 | 13 | -9
38 | CCOC(=O)c1sc(NC(=O)CSc2n[nH]c(-c3ccc(Cl)cc3Cl)n2)c(C#N)c1C | 7 | -26 | -1 | -4 | -2 | -9 | -23 | 32 | 1
39 | Cc1cc(NC(=O)c2cccc(F)c2)no1 | 5 | -12 | 0 | -8 | 1.1 | 16 | -3 | 9 | -4
40 | CCOC(=O)N1CCN(C(=O)CN(c2ccc(Cl)c(C(F)(F)F)c2)S(C)(=O)=O)CC1 | 0 | -18 | 0 | 14 | 0.83 | -18 | -4 | 15 | -10
41 | COc1ccc(C(=O)ON=C2CCN(c3ccc([N+](=O)[O-])cc3)CC2)cc1 | 6 | -5 | 1 | 4 | -0.87 | -1 | -8 | 4 | -11
42 | COc1ccc(C(c2nnnn2CC2CCCO2)N2CCC(C(N)=O)CC2)cc1 (stereo not given) | 10 | 4 | -1 | -14 | -0.44 | -28 | 5 | -3 | 7
43 | O=C(O)c1nn(-c2ccccc2)ccc1=O | 3 | 1 | -3 | -2 | -0.16 | -9 | -10 | 2 | -2
44 | Cc1ccc(OCCN2C(=O)c3ccccc3C2=O)c(C)c1 | 12 | 11 | 0 | -2 | -1.6 | -9 | -12 | -11 | -9
45 | CC1CCN(C(=O)C2c3ccccc3C(=O)N3CCc4ccccc4C23)CC1 (stereo not given) | 3 | -10 | -2 | -19 | 1.4 | 1 | -8 | 8 | 0
46 | CC(NO)C(C)(C)NO (stereo not given) | 12 | -6 | -1 | 3 | 0.27 | -21 | -15 | 4 | -2
47 | Cc1csc(SCC(=O)Nc2nc(-c3ccccc3)cs2)n1 | 9 | -30 | 2 | 2 | 0.69 | 16 | -5 | 28 | -6
48 | CCOc1ccc(C(=O)Nc2c3c(nn2-c2ccc(C)cc2)CS(=O)C3)cc1OCC (stereo not given) | -2 | -12 | 1 | 4 | / | -16 | -1 | 13 | 3
49 | Cn1nnnc1SCc1ccc(F)cc1 | 10 | 1 | 7 | 19 | 0.46 | -11 | -5 | -2 | 6
50 | COc1ccc(C(=O)CN(C(=O)c2ccc(Cl)cc2)N2C(=O)C3CCCCC3C2=O)cc1 (stereo not given) | 11 | 1 | 1 | -1 | 0.86 | 10 | -4 | -4 | 0

(cont.)
nr | Molecule | HIV Rev-RRE inh | PTPN22 inh 2 | FAK inh | cytoskel mod | Pyk2 oligo antag | PLK1 PBD inh | PLK1 inh | PTPN22 act | EphB4 antag
51 | CCc1nnc(NC(=O)Cn2nc(-c3ccc(OC)c(OC)c3)ccc2=O)s1 | -4 | -1 | 1 | -1 | 0.7 | 11 | 1 | 3 | -3
52 | CC(=O)N(CC1CCCO1)c1nnc(-c2ccccn2)s1 (stereo not given) | 2 | -5 | 5 | 4 | -0.18 | 1 | -10 | 1 | 5
53 | Cc1cc(NC(=O)CSc2ccc3nnc(-c4ccc(Cl)cc4)n3n2)no1 | 4 | 0 | 3 | 1 | -0.44 | 11 | -15 | -1 | 3
54 | Cc1c(NC(=O)NCCN2C(=O)C3C4C=CC(C4)C3C2=O)c(=O)n(-c2ccccc2)n1C (stereo not given) | 2 | -10 | -7 | 14 | / | 6 | -1 | 7 | -6
55 | CC1(C)CC(=O)C2=C(C1)N(c1cccc(O)c1)C1=C(C2)C(=O)CC(C)(C)C1 | 8 | -2 | 2 | 14 | 0.68 | -5 | -4 | 0 | -2
56 | O=C(CSc1nnc2c(n1)[nH]c1ccccc12)Nc1ccc2c(c1)OCO2 | 3 | -4 | 2 | -12 | 0.65 | -20 | -8 | 5 | 2
57 | CCN(CC)S(=O)(=O)c1ccc(-c2nnc(SCC(=O)Nc3cc(OC)cc(OC)c3)o2)cc1 | 5 | 0 | 1 | 23 | 0.15 | -30 | -5 | 2 | -3
58 | NC(=O)COc1c(-c2ccccc2)oc2ccccc2c1=O | 2 | 7 | 1 | -10 | 0.47 | 21 | -11 | -6 | 0
59 | CCCC12CN3CC(C)(CN(C1)C31CCCCC1)C2=O | 2 | -2 | 2 | 15 | 0.39 | -3 | -14 | 1 | -4
60 | COc1ccc(C(C(=O)NC(C)(C)C)N(C(=O)CNC(=O)c2cccs2)c2ccc(C(C)C)cc2)cc1OC (stereo not given) | 2 | 2 | -3 | 23 | 0.96 | -31 | -10 | 3 | 4

An excerpt from above in order of the EphB4 antag value, lowest first.
nr	SMILES	HIV Rev-RRE inh	PTPN22 inh 2	FAK inh	cytoskel mod	Pyk2 oligo antag	PLK1 PBD inh	PLK1 inh	PTPN22 act	EphB4 antag
54	Cc1c(NC(=O)NCCN2C(=O)C3C4C=CC(C4)C3C2=O)c(=O)n(-c2ccccc2)n1C (stereo not given)	2	-10	-7	14	/	6	-1	7	-6
55	CC1(C)CC(=O)C2=C(C1)N(c1cccc(O)c1)C1=C(C2)C(=O)CC(C)(C)C1	8	-2	2	14	0.68	-5	-4	0	-2
16	CCc1ccc(NC(=O)c2cnc3n(c2=O)CCS3)cc1	3	-5	2	0	/	-23	-12	1	1
12	CCNC(=O)CCS(=O)(=O)c1ccc2ccccc2c1	11	0	0	12	0.98	11	-15	-2	4

Screening data (PubChem)
